# D1 PAM: Potentiators of Human D1 Dopamine Receptor: qHTS; HEK293 TREx D1 cells, calcium flux, dopamine EC20 potentiation; 360,000 tested, 0.036% active; AID 504651, 2011; potentiation, % at 10 µM; D(1A) dopamine receptor (Homo sapiens), P21728; in the data active means potentiation above about 30%; further: 0% is about no effect
# Target sequence (P21728 whole entry, looked up): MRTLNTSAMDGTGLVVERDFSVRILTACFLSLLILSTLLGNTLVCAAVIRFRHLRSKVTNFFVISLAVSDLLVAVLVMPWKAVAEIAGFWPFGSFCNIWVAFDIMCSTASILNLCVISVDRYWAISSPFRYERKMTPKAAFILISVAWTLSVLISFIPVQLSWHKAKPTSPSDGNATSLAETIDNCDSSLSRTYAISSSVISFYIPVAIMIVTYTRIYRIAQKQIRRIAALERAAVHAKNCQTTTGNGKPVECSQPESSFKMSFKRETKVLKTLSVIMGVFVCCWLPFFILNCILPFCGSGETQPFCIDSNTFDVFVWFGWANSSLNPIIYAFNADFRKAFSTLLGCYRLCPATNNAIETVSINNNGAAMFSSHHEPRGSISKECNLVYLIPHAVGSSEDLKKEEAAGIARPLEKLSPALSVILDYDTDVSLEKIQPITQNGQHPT
# D1 ag: Allosteric Agonists of the Human D1 Dopamine Receptor: qHTS | D(1A) dopamine receptor (Homo sapiens), P21728 | HEK293 T-REx D1 cells, calcium flux, agonist mode | activation, % at 2 µM | 360,000 tested, 1% active | AID 504660, 2011; in the data active means activation above about 30%; further: 0% is about no effect
#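 Tetracycline-induced HEK293 TREx D1 cells, force-coupled to calcium signalling, were dye-loaded with a no-wash calcium kit. Compound was pin-added after a 10 s baseline. Fluorescence was read kinetically at 1 cycle/s for 180 s, with calcium rises flagged as agonism.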
# Vif-APOBEC3G blk: qHTS for Inhibitors of Vif-A3G Interactions: qHTS; DNA dC->dU-editing enzyme APOBEC-3G (Homo sapiens), Q9HC16; 410,000 tested, 0.076% active; HeLa A3G-eYFP + Vif (tagged APOBEC3G with the HIV-1 protein that degrades it), YFP fluorescence, overnight; AID 602310, 2012; Potency, µM (doses to about 46.1 µM), inactives show at the highest dose activity, negative = active, actives largely listed as inhibitors;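 further: potency means the concentration at half of the fitted maximal effect; on the % scale 0 is the no-effect control and ±100 the full control effect; nearly all actives have a fitted effect of over 60% in size; hits raise eYFP signal because A3G escapes Vif-driven loss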
# Target sequence (Q9HC16 whole entry, looked up): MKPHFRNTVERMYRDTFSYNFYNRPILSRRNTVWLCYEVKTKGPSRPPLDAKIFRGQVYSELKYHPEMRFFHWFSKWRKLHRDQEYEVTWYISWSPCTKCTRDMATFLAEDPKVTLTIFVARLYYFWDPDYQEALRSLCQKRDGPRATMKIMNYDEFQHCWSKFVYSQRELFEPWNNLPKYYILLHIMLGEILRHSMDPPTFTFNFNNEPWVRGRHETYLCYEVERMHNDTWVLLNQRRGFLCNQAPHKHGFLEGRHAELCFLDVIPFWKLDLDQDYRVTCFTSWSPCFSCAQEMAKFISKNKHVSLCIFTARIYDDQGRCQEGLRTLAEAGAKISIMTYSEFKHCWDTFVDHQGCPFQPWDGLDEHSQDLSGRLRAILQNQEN
#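 Read-out is eYFP fluorescence (Ex 488/Em 500-530) from Vif-expressing HeLa A3G-eYFP cells; more signal means A3G escaped Vif-mediated degradation. Cells plated overnight, compound pinned in, incubated overnight at 37 deg C.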
# Vif-APOBEC3F blk: qHTS for Inhibitors of Vif-A3F Interactions: qHTS; HeLa A3F-eYFP + Vif (tagged APOBEC3F with the HIV-1 protein that degrades it), YFP fluorescence increase; Potency, µM (top dose mostly 46.1 µM), for inactives: top-dose activity, negative = active; 390,000 tested, 0.2% active; further: potency means the concentration at half of the fitted maximal effect; % of control where 0% means no effect; nearly all actives have a fitted effect of over 65% in size
#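 Fluorescence increase (Ex 488/Em 500-530) after overnight compound treatment at 37 deg C flags inhibition of Vif-driven A3F-eYFP loss in stable HeLa A3F-eYFP/Vif cells seeded overnight beforehand.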
# LDHA inh: qHTS assay for inhibitors of human lactate dehydrogenase; L-lactate dehydrogenase A chain (Homo sapiens), P00338; purified LDHA, NADH/diaphorase-resazurin fluorescence; active compounds read low; activity change, % (values are at about 110 or 230 µM); 480,000 tested, 0.15% active; in the data active means activity change below about -30%; inconclusive means mostly about -25% to -30%;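 further: plate controls were DMSO wells for no effect and wells without enzyme for full effect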
#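 Remaining NADH was detected by diaphorase (0.133 mg/mL) converting 37 µM resazurin to fluorescent resorufin, read at 0 and 20 minutes. The preceding 5-minute room-temperature reaction used 2 nM LDHA, 0.2 mM sodium pyruvate and 0.06 mM NADH at pH 7.4.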
# D1 antagonist: Antagonist of Human D 1 Dopamine Receptor: qHTS | activity change, negative = inhibition, % at 10 µM | D(1A) dopamine receptor (Homo sapiens), P21728 | HEK293 TREx D1 cells, calcium flux, dopamine EC80; active compounds read low | 360,000 tested, 3.2% active; in the data active means activity change below about -30%; further: on the % scale 0 is the no-effect control and ±100 the full control effect
#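 Tetracycline-induced HEK293 T-REx cells with force-coupled D1 receptor were loaded with a no-wash calcium dye. Compound was added after a 10 s baseline and read kinetically for 180 s; EC80 dopamine was then added and calcium flux followed another 180 s.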
# Glioma ERSR ind: qHTS for Inducers of the Endoplasmic Reticulum Stress Response (ERSR) in Human Glioma: qHTS; Potency, µM, inactives show top-dose activation, usual class: activators; U87-MG GRP78 promoter luciferase reporter, 16 h; 420,000 tested, 0.02% active; further: potency means the concentration at half of the fitted maximal effect; series mostly up to about 76 µM; % of control where 0% means no effect; nearly all actives have a fitted effect of over 35% in size
#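 Stably transfected U87-MG human glioma cells carrying a GRP78-based luminescent sensor were seeded at 1000 cells/well, pin-dosed with compounds and incubated 16 h. Luciferase reagent was then added, and end-point luminescence was read after 10 min at room temperature.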
# D2 PAM: HTS Assay for Positive Allosteric Modulators of the Human D2 Dopamine Receptor: Primary Screen for Potentiators; potentiation, % at 10 µM; 340,000 tested, 0.34% active; D(2) dopamine receptor (Homo sapiens), P14416; HEK293 T-REx D2, calcium flux, EC20 dopamine potentiation;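 active means potentiation over 3 SD above the plate norm, cut at about 30% in these data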; further: 0% is about no effect
#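 Using a no-wash calcium dye in inducible, force-coupled HEK293 Trex cells expressing D2, we tracked fluorescence each second for 180 s after compound, then for 180 s after EC20 dopamine to detect augmented signalling.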
# RXFP1 agonist: qHTS Assay for Agonists of the Relaxin Receptor RXFP1; Relaxin receptor 1 (Homo sapiens), Q9HBX9; HEK293T-RXFP1 cAMP TR-FRET, 30 min; response scale: percent of porcine relaxin response, buffer zero; Potency, µM (series often up to 57.5 µM), inactives show at the top dose activation, hits mostly activators; 370,000 tested, 0.3% active; AID 2676, 2010; further: potency means the concentration at half of the fitted maximal effect; on the % scale 0 is the no-effect control and ±100 the full control effect; nearly all actives have a fitted effect of over 60% in size; many of its hits are not listed in these tables
#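 HEK293T cells stably expressing RXFP1 were pretreated with the PDE4 inhibitor Ro 20174, exposed to compounds for 30 min at 37C, lysed, and cAMP was read by TR-FRET. Data normalized to buffer (basal) and 29 nM porcine relaxin (100%).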
# * = called active by the depositor; u = inconclusive; x = no result given; & = joins results of further samples. Unless noted, the call rests on the fitted dose curve; in most records, active means well fitted curve in the direction sought with a large enough effect; inconclusive means small, poorly fitted or top-dose-only effect, or another doubt; inactive means no such curve, though single readings can be large; an effect the other way counts as inactive or inconclusive. A portion of the library; rates above refer to the full screens.
SMILES,D1 PAM,D1 ag,Vif-APOBEC3G blk,Vif-APOBEC3F blk,LDHA inh,D1 antagonist,Glioma ERSR ind,D2 PAM,RXFP1 agonist
CCn1nc(C)c(NC(=O)/C=C/c2cnn(C)c2)c1C,-4,2,1%,-5%,8,2,-5%,-9,1.7%
CN1CCN(c2nc3c(c(=O)[nH]c(=O)n3C)n2CCCSc2ncccn2)CC1,-6,0,0%,6%,-4,-3,-2%,12,5.6%
C#C[C@]1(O)CC[C@H]2[C@@H]3CCc4cc(OC)ccc4[C@H]3CC[C@@]21C,-4,2,2%,-4%,-2,-19,3%&-1%,7,-0.5%
OCCOCCNc1ncnc2c1cnn2-c1ccc(Cl)cc1,2,2,1%,-2%,-7,8,-4%,5,1.2%
Cc1ccc(S(=O)(=O)N2CCN(C(=O)CCN3C(=O)c4ccccc4C3=O)CC2)cc1C,-4,2,-2%,-13%,-13,0,-5%,4,2.9%
CCOC(=O)C1CCN(C(=O)c2ccc(S(=O)(=O)Nc3ccccc3OC)cc2)CC1,x,15,1%,-7%,-6,-2,-14%,5,1.3%
O=c1[nH]c(CN2CCN(c3ccccc3O)CC2)nc2ccccc12,1,1,0%,x,8,1,13%,11,3.6%
CC(=O)Nc1nnc(SCC(=O)c2ccc3c(c2)Cc2ccccc2-3)s1,-7,2,-9%,7%,-2,-21,0%,9,4.6%
Cc1cc(Cl)nc(-n2nc(C)cc2C)n1,-4,1,1%,-18%,0,-42*,-4%,2,1.2%
Cc1cccc(OCC(=O)OCC(=O)Nc2ccc(Cl)cn2)c1,x,x,-2%,1%,-2,x,0%,x,x
COc1ccc(C2N(c3ccccc3)C(=S)N3CCCN23)cc1 (stereo not drawn),-5,2,1%,u,0,-3,-1%,6,2.1%
O=C1CN(C(=O)CSc2nnc3ccccn23)c2ccccc2N1,4,3,-1%,4%,-2,-20,-6%,10,0.8%
NS(=O)(=O)c1ccc(NC(=S)Nc2ccc(OCc3ccccc3)cc2)cc1,3,3,0%,2%,-8,0,-2%,0,0.7%
O=[N+]([O-])c1ccc(N2CCN(c3ccc(O)cc3)CC2)cn1,x,10,0%,-6%,16,-5,2%,5,-4.6%
O=C(Nc1ccc2c(c1)OCCO2)N1CCN(c2ccc(F)cc2)CC1,-7,6,2%,3%,-4,0,9%,-2,1.1%
O=C(Nc1ccnc(-c2cccnc2)n1)c1ccc(F)cc1,x,8,x,x,x,7,x,7,1.5%
Cc1oc2c(CN3CCC(C)CC3)c(O)ccc2c(=O)c1-c1ccccc1,-2,3,2%,-7%,2,8,-5%,-4,3.0%
C=C(C)C1CC=C(C)/C(=N/NC(=O)COc2ccccc2C)C1 (stereo not drawn),1,5,u,-10%,-4,21,1%,-1,0.7%
Fc1ccc(CSc2ncnc3nc[nH]c23)cc1,-4,3,-3%,2%,-4&-6,-25,-1%,11,2.5%
CC12CCC(=O)N1C(C(=O)Nc1nc3ccc(F)cc3s1)CS2 (stereo not drawn),x,2,-7%,3%,-7,1,0%,11,-0.9%
CC(C)c1ccc(O)c(NC(=S)NC(=O)CCc2ccccc2)c1,0,3,-2%,-4%,-1,13,0%,-3,-0.2%
CCOc1ccc(S(=O)(=O)N2CCN=C2Cc2ccccc2)cc1C,1,-1,-5%,5%,-2,11,3%,0,-1.9%
COCOCCn1cc(CN2CCS(=O)(=O)N(Cc3ccc(-c4ccccc4)cc3)C(C(C)C)C2=O)nn1 (stereo not drawn),x,x,5%,6%,-9,x,2%,x,x
O=C(CCS(=O)(=O)c1ccccc1)Nc1nc2cc3c(cc2s1)OCO3,-4,1,-18%,23%,-6,1,-1%,-7,0.2%
COc1cc(C(=O)Nc2ccc(Cl)c(C(F)(F)F)c2)cc(OC)c1OC,-3,8,-5%,0%,1,-16,0%,-27,0.2%
Cc1c(C(=O)N2CCCCCC2)c(S(=O)(=O)Nc2ccc(OC(F)(F)F)cc2)c(C)n1C,2,9,3%,1%,-1,4,-4%,2,-1.0%
COc1cccc(CNCCCSc2nnnn2C)c1,0,8,-3%,-6%,-3,2,-3%,-2,-2.4%
Cc1cccc(N(Cc2ccccc2)C(=O)c2ccc(CS(C)(=O)=O)cc2)c1,2,1,-6%,3%,-1,8,-2%,0,-0.1%
N#Cc1ccc(NCC(=O)N2CCN(S(=O)(=O)c3ccccc3)CC2)cc1,0,3,1%,1%,2,-23,-2%,6,0.3%
Cc1cc(C)n(-c2nc3nonc3nc2-n2nc(C)cc2C)n1,0,1,0%,-8%,3,-2,-5%,1,-0.8%
CN(C[C@@H](CC1CCCCC1)N(C[C@H](Cc1ccccc1)N(CCc1ccccc1)N=O)N=O)N=O,-2,8,3%,-3%,-3,-5,-2%,2,-1.2%
Cc1ccc(CNC(=O)CCSCCC(=O)NCc2ccc(C)cc2)cc1,-2,-1,0%,u,-11,0,-2%,-7,-0.4%
COc1ccc(OC)c(NC(=S)N2CCN(C(=O)C3CCCO3)CC2)c1 (stereo not drawn),-3,2,-4%,0%,-1,1,-6%,-2,2.3%
COC1(OC)N=C(N)C2(C#N)C(c3ccc4c(c3)OCO4)C12C#N (stereo not drawn),-4,3,0%,-2%,0,-6,u,16,0.0%
COc1cc(NC(=O)c2ccccn2)cc(OC)c1OC,-2,0,3%,-6%,3,17,1%,3,0.8%
O=C(COc1ccc(Br)cc1)NCCCN1CCCC1=O,-9,-1,-8%,-6%,0,-12,-4%,-2,1.7%
COC(=O)c1ccc(-c2sc3nc(N4CCOCC4)c4c(c3c2N)CCCC4)o1,2,21,-9%,-14%,3,5,-5%,0,9.3%
O=C(O)c1ccc(NC(=S)N2CCCCC2)cc1,-8,0,0%,6%,-6,-73*,4%,10,-1.6%
CCn1c(SCC(=O)NC2CC2)nnc1-c1cccs1,5,1,1%,1%,-2,-8,-2%,x,2.1%
Cc1ccc(/C=C/C(=O)Nc2ccc([N+](=O)[O-])c(NC(=O)/C=C/c3ccc(C)o3)c2)o1,7,1,-24%,-5%,-9,-3,0%,7,-1.3%
Cc1ccc(C(c2nnnn2C(C)(C)C)N2CCc3ccccc3C2)cc1 (stereo not drawn),8,1,x,x,x,12,x,1,-0.3%
Cc1[nH]c(=S)sc1Cc1ccc(F)cc1,-1,0,-1%,-18%,-1,-7,-1%,-8,-0.5%
O=C(CNS(=O)(=O)c1cccs1)NCc1ccccc1,-3,1,0%,11%,-5,-7,-3%,0,-3.1%
COc1ccc(NC(=O)COc2ncnc3ccccc23)cc1S(=O)(=O)N1CCOCC1,-6,2,-5%,-14%,-10,-2,0%,x,9.4%
CCOC(=O)c1c(S(=O)(=O)NCC(=O)Nc2cc(C)ccn2)c(C)n(C)c1C,0,1,-3%,-6%,-4,9,-4%,-3,0.6%
CCN(CC)CCNC(=O)Nc1ccc2c(c1)N(Cc1ccccc1)C(=O)c1ccccc1S2,-1,0,x,x,-6,12,x,-7,0.4%
O=C(CNC(=O)c1ccccc1)OCC(=O)c1c[nH]c2ccccc12,x,x,3%,0%,-10,x,-4%,x,x
O=C(CN(Cc1ccccc1)C1=NCCS1)c1ccc(Cl)cc1,4,2,3%,-11%,-2,2,-2%,-23,-1.2%
CSc1nnc2n(-c3ccccc3)c(=O)c3c4c(sc3n12)CCC4,3,2,-1%,9%,-2,3,-4%,6,0.9%
COc1ccc(OC(=O)COc2cc(C)ccc2C)cc1,0,6,0%,-19%,-1,2,-6%,-3,0.9%
CC1CC(C)(C)NCc2ccccc21 (stereo not drawn),2,2,1%,4%,-4,-5,-4%,-22,-1.2%
Cc1ccc(S(=O)(=O)NCCNC(C)c2ccc(Br)cc2)cc1 (stereo not drawn),2,7,2%,4%,0,6,-3%,-23,-0.2%
COc1ccc(NC(=O)CN2C(=O)CC(C)(C)S(=O)(=O)c3ccccc32)cc1,-8,1,-5%,-2%,2,-33*,0%,10,0.1%
COc1cc(Br)cc(CNc2ccc(F)c([N+](=O)[O-])c2)c1O,-2,1,-7%,2%,-2,6,-2%,1,-0.1%
Cc1ccc(CO/N=C\Cc2snc(Sc3ncc(C(F)(F)F)cc3Cl)c2C#N)cc1,-5,0,-11%,u,14,10,3%,-1,0.7%
COc1ccc(S(N)(=O)=O)cc1C(N)=O,-3,2,1%,0%,1,5,2%,7,-1.6%
CCCOc1ccc(-c2cccc(NS(=O)(=O)c3cccs3)c2)nn1,1,0,2%,1%,-22,5,1%,11,2.8%
Cc1cc(C)n2c(SCCC(C)C)nnc2n1,2,-1,-1%,9%,-1,-1,8%,1,3.8%
O=C(Nc1ccc(N2CCN(c3ncccc3C(F)(F)F)CC2)nc1)c1cccs1,-1,2,-14%,u,5,-9,-8%,2,2.6%
COc1ccc(NC(=O)CC2(Cc3ccccc3)CCOC(C)(C)C2)cc1 (stereo not drawn),-7,4,0%,-4%,-5,-10,3%,14,5.8%

# High-throughput results (PubChem)
